Bioassay records (PubChem BioAssay)
SV40 large T antigen – SV40 large T antigen inhibitors, biochemical (AID 1903); SV40 large T antigen ATPase/helicase inhibition assay; higher % means a stronger effect; inhibition, % at 20 µM; hits with a dose series show IC50 in µM; 0.39% of 310,000 active; in the data active = a potency from the dose series; inconclusive = inhibition mostly from about 32% at the one dose, without a potency; inactive = the rest, 99 in 100 with inhibition below about 32%; note: strong numbers were not always called active
Yfh1-off respiration – mitochondrial function rescue without frataxin homolog – Friedreich's ataxia, plus single-dose screen, dose response (AID 1465). S. cerevisiae Yfh1-off respiration, WST-1 reduction, 72 h; higher fold induction means a stronger effect. fold induction at 50 µM; hits with a dose series show EC50 in µM. 0.074% of 220,000 active;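 active = fold induction of absorbance versus untreated yeast above a set limit, then at least 30% activation at any dose in follow-up; inconclusive = repeats straddling the limit, or above it without dose testing; inactive = fold induction below the set limit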;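 note: activators that raise dye reduction in frataxin-depleted yeast; strong numbers were not always called active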
GPR35 arrestin U2OS – GPR35 antagonists blocking zaprinast-driven arrestin recruitment, primary screen, imaging, U2OS, beta-arrestin-GFP, zaprinast agonist (AID 2058). U2OS GPR35 beta-arrestin-GFP translocation imaging, zaprinast antagonism; higher % means a stronger effect. inhibition, % at 10 µM; hits with a dose series show IC50 in µM. 0.052% of 290,000 active;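 active = inhibition of at least 50% with at least 30 cells and total cytoplasm GFP at most 10,000,000; inconclusive = under 30 cells or total GFP of 10,000,000 plus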
Rac1 GTP hydrolysis – MgcRacGAP GTPase-activating activity inhibitors, confirmation, biochemical, ADP Hunter fluorescence. 0.6% of 340,000 active. AID 624330. MgcRacGAP-stimulated Rac1 GTP hydrolysis, ADP Hunter fluorescence; higher % means a stronger effect; GST-tagged Rac1 F28L mutant substrate. inhibition, % at 30 µM; hits with a dose series show IC50 in µM;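 active = first-screen hits whose inhibition reached a set limit at any dose in the follow-up dose series; inconclusive = inhibition above the set first-screen limit but never retested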;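 note: fluorescence reports GDP produced by GAP-driven GTP hydrolysis; strong numbers were not always called active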
GPR55 beta-arrestin – GPR55 agonists via beta-arrestin recruitment, primary screen, imaging, U2OS cells, beta-arrestin-GFP redistribution (AID 1961). one-dose activation, % at 10 µM; EC50 in µM for titrated hits. U2OS GPR55 beta-arrestin-GFP redistribution imaging; higher % means a stronger effect. 0.048% of 290,000 active;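 active = activation above 40% with more than 50 cells counted in the well; inconclusive = wells holding fewer than 50 cells, flagged as toxic or sparse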;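 note: U2OS osteosarcoma cells stably expressing GPR55 and beta-arrestin-GFP; plate controls were DMSO negative control for no effect and LPI positive control for full effect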
AID2073 – inhibitors of Mint1-CaV2.2 protein interaction, biochemical, HTRF (AID 2073) | HTRF protein-protein interaction, Mint1-CaV2.2; higher % means a stronger effect | inhibition, % at 20 µM; hits with a dose series show IC50 in µM | 0.19% of 290,000 active; in the data active = inhibition mostly above about 51%, no sharp cut-off; inconclusive = no clear call, values can overlap the other calls; inactive = mostly below about 53%; note: some results filed as inactive read as strong as hits
Dengue-2 NS5 capping – flavivirus cap methylation enzyme inhibition – biochemical, confirmation dose response, primary screen (AID 588689); one-dose inhibition, % at 25 µM; IC50 in µM for titrated hits; 0.3% of 340,000 active; Dengue-2 NS5 methyltransferase capping enzyme assay, biochemical; higher % means a stronger effect; in the data active = a potency from the dose series; inconclusive = inhibition above about 29% without an active follow-up result
GPR55 antagonists – inhibition of LPI-stimulated GPR55 beta-arrestin translocation – imaging, U2OS, beta-arrestin-GFP, LPI agonist, primary screen (AID 2013); inhibition, % at 10 µM; hits with a dose series show IC50 in µM; U2OS GPR55 beta-arrestin-GFP translocation imaging, LPI antagonism; higher % means a stronger effect; 0.13% of 290,000 active;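 active = spots per cell inhibited over 60%, with over 100 cells counted and total cytoplasm intensity under 500,000; inconclusive = wells with under 100 cells, flagged as likely toxic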;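 note: U2OS cells stably carrying GPR55 and arrestin-GFP stimulated by 5 µM LPI near EC80; imaged beta-arrestin-GFP aggregate spots per cell after agonist stimulation; plate controls were LPI-stimulated DMSO wells for no effect and DMSO wells without LPI for full effect; some results filed as inactive read as strong as hits; confirmed hits need IC50 under 10 µM and bright autofluorescent wells are also inconclusive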
NTR1 agonist – NTR1-driven beta-arrestin-GFP spot formation – imaging, U2OS cells, high content, primary screen (AID 493036); P30989; agonist mode; activation, % at 20 µM; 0.17% of 330,000 active;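 active = activation at or above 40% of the spot to cytoplasm intensity ratio, with at least 20 cells analyzed; inconclusive = wells under 20 cells, flagged as cytotoxic or low count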;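 note: 0% = DMSO without peptide and 100% = 100 nM NTR1 peptide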
Target sequence (P30989 whole entry, looked up): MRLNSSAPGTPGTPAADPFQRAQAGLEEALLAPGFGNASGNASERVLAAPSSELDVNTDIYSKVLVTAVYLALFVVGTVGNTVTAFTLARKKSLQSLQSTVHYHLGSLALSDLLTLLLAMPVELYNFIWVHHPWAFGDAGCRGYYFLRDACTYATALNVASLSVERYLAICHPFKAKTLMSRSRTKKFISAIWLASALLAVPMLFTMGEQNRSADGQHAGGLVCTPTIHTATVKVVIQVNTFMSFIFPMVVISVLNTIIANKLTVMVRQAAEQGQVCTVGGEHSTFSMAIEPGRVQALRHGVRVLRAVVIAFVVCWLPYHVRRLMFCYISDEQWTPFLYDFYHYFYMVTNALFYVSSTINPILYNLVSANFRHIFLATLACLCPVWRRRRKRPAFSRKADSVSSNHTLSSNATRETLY
NTR1 agonist cell count 20 µM – second read-out of NTR1 agonist, no call of its own (marks repeat the call); cell count; measured here: cell count, cytotoxicity flag
Dengue-2 NS5 capping pilot replicate – second read-out of Dengue-2 NS5 capping, no call of its own (marks repeat the call); inhibition, %; measured here: pilot screen replicate inhibition
* = called active by the depositor; i = inactive; u = inconclusive; x = not tested or not shown.

Start of the data: the first 6 compounds, ahead of the listing:
SMILES	SV40 large T antigen	Yfh1-off respiration	GPR35 arrestin U2OS	Rac1 GTP hydrolysis	GPR55 beta-arrestin	AID2073	Dengue-2 NS5 capping	GPR55 antagonists	NTR1 agonist	NTR1 agonist cell count 20 µM	others
Cc1onc(-c2ccccc2Cl)c1C(=O)N1CCc2ccccc21	20%	i	12%	-1%	-0.1%	3%	-1%	9%	-0.6	54
CC(NC(=O)[C@H](C)NC(=O)c1ccco1)c1ccc(S(N)(=O)=O)cc1 (stereo partly specified)	3%	x	-4%	8%	-0.3%	10%	2%	4%	1.9	37
CC1(OC(=O)C2CCCC2)C(=O)C=C2C=C(c3ccsc3)N(CCCCO)C=C2C1=O (stereo unspecified)	19%	i	10%	11%	-0.2%	-3%	13%	14%	3.5	92
CC(C)Cn1c(-c2cccs2)nc2ccccc21	12%	i	4%	5%	-0.1%	1%	0%	-4%	-1.5	97
C/C(=N\N=C(N)N)c1cccc(Cl)c1	15%	i	-1%	18%	-0.1%	-10%	-2%	-4%	0.4	58
Cc1[nH]n(-c2cccc3ccccc23)c(=O)c1/C=N/c1sc2c(c1C#N)CCC2	31%	i	-1%	16%	-0.1%	-7%	14%	-7%	0.0	69

Results, from the first entry:
SMILES	SV40 large T antigen	Yfh1-off respiration	GPR35 arrestin U2OS	Rac1 GTP hydrolysis	GPR55 beta-arrestin	AID2073	Dengue-2 NS5 capping	GPR55 antagonists	NTR1 agonist	NTR1 agonist cell count 20 µM	others
Cc1onc(-c2ccccc2Cl)c1C(=O)N1CCc2ccccc21	20%	i	12%	-1%	-0.1%	3%	-1%	9%	-0.6	54
CC(NC(=O)[C@H](C)NC(=O)c1ccco1)c1ccc(S(N)(=O)=O)cc1 (stereo partly specified)	3%	x	-4%	8%	-0.3%	10%	2%	4%	1.9	37
CC1(OC(=O)C2CCCC2)C(=O)C=C2C=C(c3ccsc3)N(CCCCO)C=C2C1=O (stereo unspecified)	19%	i	10%	11%	-0.2%	-3%	13%	14%	3.5	92
CC(C)Cn1c(-c2cccs2)nc2ccccc21	12%	i	4%	5%	-0.1%	1%	0%	-4%	-1.5	97
C/C(=N\N=C(N)N)c1cccc(Cl)c1	15%	i	-1%	18%	-0.1%	-10%	-2%	-4%	0.4	58
Cc1[nH]n(-c2cccc3ccccc23)c(=O)c1/C=N/c1sc2c(c1C#N)CCC2	31%	i	-1%	16%	-0.1%	-7%	14%	-7%	0.0	69
COCC(C)NS(=O)(=O)c1ccc(C(=O)NC(Cc2ccccc2)c2ccccc2)cc1 (stereo unspecified)	1%	x	-10%	1%	0.3%	-6%	-4%	-8%	2.3	42
CCCCCOC(=O)c1ccc(NC(=O)c2cccc(NC(=O)c3ccccc3C(=O)O)c2)cc1	11%	x	1µM*	6%	-0.2%	10%	x	7%	3.2	60
Cc1ccc(-n2sc3ccccc3c2=O)cc1	u	i	-4%	87µM*	-0.1%	-89%	-28%	14%	-0.6	52
CC(OC(=O)c1ccncc1)C(=O)Nc1cccc([N+](=O)[O-])c1 (stereo unspecified)	0%	i	0%	6%	-0.3%	-3%	-7%	-9%	-1.0	46
CCOc1ccc(N(CC(=O)N/N=C/c2cc(Br)c(C)o2)S(C)(=O)=O)cc1	12%	i	4%	9%	0.0%	-13%	x	19%	-0.8	50
COc1ccccc1CN(Cc1nc2ccccc2c(=O)[nH]1)C(=O)Nc1ccc(C)cc1	3%	i	4%	5%	0.0%	4%	-5%	-6%	0.4	56
NS(=O)(=O)c1ccc(CCNC(=O)CNC(=O)c2ccccc2F)cc1	8%	x	3%	6%	-0.1%	12%	-7%	-7%	-1.6	54
Cc1ccc(C(C)C)c(OCCCNCc2cccnc2)c1	22%	i	11%	5%	-0.1%	-11%	-5%	-7%	0.8	35
CC(C)SCCCCOc1ccc2ccccc2c1	-5%	i	-11%	1%	0.7%	-3%	0%	0%	1.9	76
O=C(NC(=S)NCc1ccccc1)c1ccccc1[N+](=O)[O-]	6%	i	16%	8%	-0.1%	7%	-9%	13%	0.5	53
N#Cc1c(-n2ccnc2)cccc1-n1ccnc1	6%	i	-3%	5%	-0.1%	-3%	-2%	19%	-1.6	96
Cc1ccnc(NC(=O)Cn2cc([N+](=O)[O-])cn2)c1	12%	i	-5%	-2%	0.2%	u	-4%	-14%	2.9	47
CCc1ccc(NC(=O)CSc2nnc(CNC(=O)c3cccs3)o2)cc1	4%	x	7%	-3%	0.0%	7%	-6%	8%	0.8	60
COc1cc2c(cc1OC)C(C(=O)N1CCN(c3ccccc3)CC1)C(c1cccs1)N(C)C2=O (stereo unspecified)	-2%	i	-1%	2%	0.2%	-3%	-9%	-3%	-1.8	88
CC(=O)c1cnc(N2CCCCC2)nc1C	2%	i	16%	1%	-0.1%	2%	-6%	-4%	1.9	74	Dengue-2 NS5 capping pilot replicate=-1.8
Cc1ccc(-n2c(C)cc(/C=N/NC(=O)c3ccc(CN4CCOCC4)cc3)c2C)cc1	13%	i	9%	6%	-0.1%	27%	-3%	5%	3.7	51
O=c1oc2ccccc2c(O)c1/C=N/c1ccccn1	8%	i	9%	15%	-0.2%	6%	-1%	4%	1.6	46
O=C(COc1ccccc1)NCCS(=O)(=O)N1CCN(c2ccccc2)CC1	5%	x	x	3%	x	x	3%	x	4.0	60
COc1ccc(NS(=O)(=O)c2cccc(-c3nnc(-c4ccccc4)o3)c2)cc1	21%	i	-13%	1%	-0.1%	3%	-9%	4%	2.0	46
O=C(CN(c1ccccc1)S(=O)(=O)c1ccccc1)N/N=C/c1ccco1	10%	i	-11%	8%	0.5%	20%	1%	11%	1.9	38
O=C(CN1C(=O)c2cccc3cccc1c23)N1CCN(c2ccc(F)cc2)CC1	10%	i	-3%	14%	-0.2%	14%	-5%	-12%	-0.6	58
CCOC(=O)c1cnc(-n2nc(C)cc2C)nc1Nc1cccc(C(=O)O)c1	6%	i	-8%	-2%	-0.1%	1%	1%	-2%	0.2	84	Dengue-2 NS5 capping pilot replicate=1.2
O=C1CC(c2ccccc2)CC(O)=C1C=NCCN1CCNCC1 (stereo unspecified)	0%	i	0%	13%	0.1%	-8%	4%	7%	0.0	43
Cc1ccc(C(C)C)c(Oc2nnnn2-c2ccccc2)c1	-6%	i	-6%	0%	-0.1%	-5%	-5%	2%	-0.3	51
COc1ccc(C2=NNC(=Nc3cc(S(=O)(=O)N(C)C)ccc3C)SC2)c(OC)c1	27%	i	7%	10%	0.2%	25%	-6%	-22%	-1.1	60
O=C(COC(=O)c1ccc(Cl)s1)c1cc2ccccc2o1	8%	i	13%	7%	0.0%	11%	-24%	-1%	-0.9	73	Dengue-2 NS5 capping pilot replicate=-7.9
CCOC(=O)C1=C(C)OC(N)=C(C#N)C1c1cc2c(cc1[N+](=O)[O-])OCO2 (stereo unspecified)	-1%	i	-9%	12%	0.9%	23%	16%	37%	-1.6	87
CCC(=O)NNc1nc2c(C)cc(C)cc2s1	6%	i	-7%	-7%	-0.6%	-7%	-7%	-12%	-0.7	43
O=C(CN1C(=O)NC2(CCCC2)C1=O)N1CCN(Cc2ccccc2)CC1	3%	x	x	0%	x	x	5%	x	0.0	65
Cc1cc(C)c(C(=O)CN2C(=O)NC3(CCC(C)CC3)C2=O)cc1C (stereo unspecified)	-4%	i	18%	5%	-0.1%	10%	2%	0%	5.3	49
CCN(CC)c1nc(C)nc2c1sc(=S)n2C	23%	i	-12%	-1%	0.4%	7%	-5%	-6%	2.1	47
Cc1cc(NCCCN2CCOCC2)n2ncc(-c3ccc(Cl)cc3)c2n1	10%	i	5%	1%	-0.1%	17%	-8%	14%	-1.7	92	Dengue-2 NS5 capping pilot replicate=-1.4
NC(=S)N/N=C/c1ccc(-n2nncc2-c2ccc(Cl)cc2)cc1	7%	x	8%	12%	-0.2%	-6%	-8%	6%	1.2	38
CSc1ccccc1NC(=O)Nc1ccc(Cl)cc1	4%	i	-12%	-4%	0.3%	2%	-11%	5%	6.3	61
CN(CCCN1CCCCC1)C(=O)c1cc(COc2ccc(F)cc2F)on1	27%	x	5%	7%	-0.1%	3%	-2%	7%	-0.3	65
O=C(/C=C/c1cccc(F)c1)Nc1ccc(S(=O)(=O)Nc2ncccn2)cc1	6%	i	2%	6%	-0.2%	11%	0%	-7%	0.7	60
CC(=O)Nc1ccc(S(=O)(=O)Nc2nc3cc4c(cc3nc2Cl)OCCO4)cc1	16%	i	6%	-29%	-0.1%	-4%	8%	-10%	0.9	63
CCOc1ccc(CCNC(=O)C2=C(C)C(=O)OC23CCC(C)CC3)cc1 (stereo unspecified)	3%	i	-3%	9%	-0.2%	-6%	-10%	12%	0.1	97
COC(=O)c1sc(NC(=O)Cc2cccs2)nc1C	8%	i	7%	1%	0.1%	-1%	-3%	15%	-0.2	53
C/C(Cn1cnc([N+](=O)[O-])n1)=N\NC(=O)c1cccnc1	4%	i	-2%	2%	0.0%	-2%	-4%	0%	2.0	37
CCc1ccccc1NC(=O)COc1cccc2ccc(C)nc12	16%	i	2%	7%	0.5%	8%	3%	1%	0.2	46
COc1ccc(-c2csc(Nc3ccc(S(N)(=O)=O)cc3)n2)cc1OC	12%	i	-5%	8%	-0.4%	5%	-7%	-1%	6.6	80
CCOC(=O)c1ccc(NC(=O)COc2ccccc2CNCCc2ccccc2)cc1	-1%	i	-12%	-3%	-0.1%	9%	-6%	0%	13	50
CCOC(=O)CCCN1CC(O)=C(c2nc3ccccc3s2)C1=N	3%	i	-23%	18%	0.3%	2%	-5%	-9%	0.9	46
Cc1ccc(NC(=S)NCc2ccccc2)c(C)c1	2%	x	5%	10%	0.2%	9%	0%	2%	0.9	62
O=C(O)CC(SCC(=O)NC1CCCc2ccccc21)C(=O)O (stereo unspecified)	22%	i	2%	10%	0.5%	-10%	8%	-6%	2.3	55
COc1cc(/C=C/C(=O)O)cc(OC)c1O	28%	i	x	15%	x	x	-114%	x	0.0	69
